14-3-3g Raf – 14-3-3 gamma protein interaction modulation; P61981; FP, 14-3-3gamma / TMR-pS259-Raf peptide binding; inhibition, % at 40 µM; 160,000 compounds, 0.19% hits; in the data active = inhibition above about 30%;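 also: 0% = protein plus tracer without compound and 100% = blank with tracer alone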
Target sequence (P61981 whole entry, looked up): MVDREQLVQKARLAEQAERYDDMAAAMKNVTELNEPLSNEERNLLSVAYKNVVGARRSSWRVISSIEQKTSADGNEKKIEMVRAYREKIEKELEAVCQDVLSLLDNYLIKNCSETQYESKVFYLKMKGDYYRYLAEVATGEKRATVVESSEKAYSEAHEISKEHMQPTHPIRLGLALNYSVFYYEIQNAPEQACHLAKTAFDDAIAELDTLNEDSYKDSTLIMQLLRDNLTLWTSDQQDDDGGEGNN
* hit, by the source's call; & = joins results of further samples. Some of the compounds tested (hit frequency here may not be typical).

SMILES | 14-3-3g Raf
Cc1ccc(S(=O)(=O)NC(=NC2CCCCC2)c2ccc(F)cc2)cc1 | 1
CCOC(=O)c1ccc(N2C(=S)NC3CC2(C)Oc2ccccc23)cc1 (stereo unspecified) | 2
O=C(CN1C(=O)CSc2ccc(S(=O)(=O)N3CCOCC3)cc21)N1CCOCC1 | -9
CCCOC(=O)C1=C(C)NC2=C(C(=O)CC(c3ccc(OC)cc3)C2)C1c1ccncc1 (stereo unspecified) | -3
CCCSc1nnc2c(n1)OC(c1ccccc1F)N(C(=O)CC)c1ccccc1-2 (stereo unspecified) | 2
CCOc1ccccc1NC(=O)CCS(=O)(=O)c1ccccc1 | -3
COCCOC(=O)C1=C(C)NC(=O)NC1c1ccc(OC(=O)c2ccco2)c(OC)c1 (stereo unspecified) | 3
CCCCN1C(=O)C(NC(C)=O)c2cc(Br)ccc21 (stereo unspecified) | -4

Next part.
SMILES | 14-3-3g Raf
Cc1ccc(CN2C(=O)SC(Nc3ccc(Cl)cc3)C2=O)cc1 (stereo unspecified) | -5
CC(=O)N1C(C(=O)O)CSC1c1cccc(C)c1 (stereo unspecified) | -6&15
O=C(Nc1ccc(Oc2ccc(Cl)cc2)cc1)c1cc2cc(Br)ccc2oc1=O | 3
CCOC(=O)c1c(NC(=O)c2ccccc2)sc2c1CCC(C(C)(C)C)C2 (stereo unspecified) | -4
Cc1ccc(-c2nc(CS(=O)(=O)CC(=O)NCCCN3CCN(C)CC3)c(C)o2)cc1 | 5
CCOC(=O)C1=C(O)CSC1=Nc1ccc(F)cc1 | -34
CCOC(=O)C1C(C)=CC(=O)CC1c1ccco1 (stereo unspecified) | -2
CCOc1ccc(CNC(=O)C2CCCN(c3nc4ccccc4o3)C2)cc1OC (stereo unspecified) | -8

Next part:
SMILES | 14-3-3g Raf
C(=Cc1ccccc1)Sc1cccc2cccnc12 | -6
Cc1ccc(C=Nc2sc3c(c2C#N)CCC3)s1 | -26
Cn1c(=O)n(CC(=O)O)c2ccccc21 | 0
CCCCCOc1ccc(C(=O)Nc2cccc(-c3nc4ccccc4[nH]3)c2)cc1 | -12
Cc1ccc(C)c(Cn2c(CCCNC(=O)c3cccs3)nc3ccccc32)c1 | -4
O=C(NCC(=O)N(c1ccc2c(c1)OCO2)C(C(=O)NC1CCCC1)c1ccncc1)c1ccco1 (stereo unspecified) | 0
CCOc1ccccc1NC(=O)c1sc2ncnc(N3CCCCC3C)c2c1C (stereo unspecified) | -5
CCC(C)NC(=O)c1n[nH]c(=O)c2ccccc12 (stereo unspecified) | -7&-2

New compounds follow
SMILES | 14-3-3g Raf
O=C(Nc1ccncc1)Nc1ccc(F)cc1F | -3
O=C(Nn1c(=S)[nH]c2ccccc2c1=O)c1ccncc1 | 1
CSc1ccc(-c2ncnn2-c2cccc(Cl)c2)cc1 | -6
Cc1cccc(NC(=O)NCC(c2cccnc2)N2CCOCC2)c1 (stereo unspecified) | -6
CCOC(=O)c1sc(NC(=O)C(C)(C)C)c(C(=O)OCC)c1C | -6
O=C1C(=O)N(c2ccccn2)C(c2cccnc2)/C1=C(\O)c1ccc(Cl)cc1 (stereo unspecified) | 3
CCc1ccc(CCC(=O)Nc2ccc(S(N)(=O)=O)cc2)o1 | -10
CCOC(=O)c1c(NC(=O)c2cccnc2)sc2c1CCC(C)C2 (stereo unspecified) | -2

Next section.
SMILES | 14-3-3g Raf
Cc1ccc(-c2nnn(CC(=O)N(Cc3cccs3)C(C(=O)NC3CCCC3)c3ccco3)n2)o1 (stereo unspecified) | -6
COc1ccc(C(=O)COC(=O)c2ccccc2N2C(=O)C3C4C=CC(C4)C3C2=O)cc1 (stereo unspecified) | 1
COc1ccc(N2C(=O)CC(N(CCc3ccc(OC)c(OC)c3)C(C)=O)C2=O)cc1 (stereo unspecified) | -2
Cc1cc2oc(=O)cc(COC(=O)c3cccc(N(C)C)c3)c2cc1C | -2
COc1ccc(N=Cc2cc([N+](=O)[O-])ccc2O)cc1 | -62
CCN1CCCC1CNC(=O)CN1C(=O)COc2ccc(C)cc21 (stereo unspecified) | -3&2
CCCCC(c1nnnn1C1CCCC1)N1CCN(C(=O)c2ccco2)CC1 (stereo unspecified) | 0
Nc1nncn1C(=O)CCc1ccccc1 | 7

More structures
SMILES | 14-3-3g Raf
Cc1ccc(C)c(N(C)S(=O)(=O)c2ccc3[nH]cc(C(=O)N4CCN(Cc5ccccc5)CC4)c(=O)c3c2)c1 | -14
CCOc1ccc(S(=O)(=O)Nc2cc(Sc3ccc(C)cc3)c(O)c3ccccc23)cc1 | -9
O=C(Nc1c2c(nn1-c1cccc(Cl)c1)CSC2)c1cc2ccccc2oc1=O | 1
Cc1cc(N2CCC(C)CC2)nc(-n2nc(C)cc2C)n1 | 3
CCOC(=O)c1cn(CC(=O)Nc2ccc(C)cc2)nn1 | 0
S=C1CSc2ccccc2N1 | -19
CSc1cccc(NS(=O)(=O)c2cccs2)c1 | -15
COc1ccc(N2C(=S)NC3CC2(C)Oc2c(OC)cc(Br)cc23)cc1 (stereo unspecified) | 7

More structures:
SMILES | 14-3-3g Raf
C=CCc1c(C)nc2c(C(=O)O)cnn2c1C | -3&-10
CCCCOc1ccc(C(=O)NCCCC(=O)N2CCCCC2)cc1 | 0
CCCCN(C)C(=O)c1ccc2c(c1)NC(=O)C(N1CCOCC1)S2 (stereo unspecified) | -2
COc1ccc(C(=O)Oc2ccc3c(=O)c(-c4ccccc4)coc3c2)cc1OC | -1
CCC(=O)NC(C)c1nc2ccccc2n1C (stereo unspecified) | 7
Cc1ccc(OCc2nc(C#N)c(NCc3ccc4c(c3)OCO4)o2)cc1 | -5
Cc1cccc(CCN=c2c([N+](=O)[O-])nn(-c3ccc4c(c3)OCCO4)n2O)c1 | 72*
Cc1cc(NCCNC2=CC(=O)CCC2)nc2ccccc12 | -3

As a short view, part of the list above.
SMILES | 14-3-3g Raf
CCCCOc1ccc(C(=O)NCCCC(=O)N2CCCCC2)cc1 | 0
CCCCN(C)C(=O)c1ccc2c(c1)NC(=O)C(N1CCOCC1)S2 (stereo unspecified) | -2
COc1ccc(C(=O)Oc2ccc3c(=O)c(-c4ccccc4)coc3c2)cc1OC | -1
CCC(=O)NC(C)c1nc2ccccc2n1C (stereo unspecified) | 7
Cc1ccc(OCc2nc(C#N)c(NCc3ccc4c(c3)OCO4)o2)cc1 | -5
Cc1cccc(CCN=c2c([N+](=O)[O-])nn(-c3ccc4c(c3)OCCO4)n2O)c1 | 72*
Cc1cc(NCCNC2=CC(=O)CCC2)nc2ccccc12 | -3

Continuation.
SMILES | 14-3-3g Raf
CC(C)NS(=O)(=O)c1ccc(OCC(N)=O)c(Cl)c1 | 0
C=CCNC(=O)c1ccc2c(=O)[nH]c3c(C(=O)NC4CCCC4)sc(=S)n3c2c1 | -50
O=C(Nc1ccc2c(c1)OCO2)c1cnn2c1NC(c1ccc(F)cc1)CC2C(F)(F)F (stereo unspecified) | 0
NS(=O)(=O)c1ccc(CCNC2CC(=O)N(c3ccccc3F)C2=O)cc1 (stereo unspecified) | -5
O=C(NCCCN1CCOCC1)c1ccc2c(c1)N(Cc1cccc(F)c1)C(=O)c1ccccc1S2 | -31
Cc1sc2ncn(CC(=O)NCc3ccccn3)c(=O)c2c1S(=O)(=O)N1CCOCC1 | 0
CC(C)(O)C#Cc1ccc(C(=O)N2CCC(C(O)(c3ccccc3)c3ccccc3)CC2)o1 | -4
NC1=NC2(CCCCC2)N(c2ccccc2Cl)C(N)=N1 | 0

Further results follow:
SMILES | 14-3-3g Raf
COC(=O)c1ccc2c(=O)n(Cc3ccco3)c(SCc3cc(=O)n4ccccc4n3)nc2c1 | -20
CCn1c(SCc2ccc(OC)cc2)nnc1-c1ccncc1 | -7
O=C(Nc1nc(-c2cccs2)c(C(=O)C(F)(F)F)s1)c1ccco1 | -15
Cc1ccc(Cc2c(C)nc3c(C(=O)N4CCCCC4)cnn3c2C)cc1 | -9
CCCN(CCC)S(=O)(=O)c1ccc2c(c1)oc(=O)n2C | -2
Cc1nc(N2CCN(C)CC2)[nH]c(=O)c1Cc1cccc2ccccc12 | -6
CCC1CCCCN1CCCNC(=O)c1cn(CC(C)C)c(=O)c2c1c1ccccc1n2C (stereo unspecified) | -23
COc1cc([N+](=O)[O-])cc2c1C(=O)Nc1ccccc1O2 | -225

Next results
SMILES | 14-3-3g Raf
Cc1ccc(NC(=O)c2c(N)sc3c2CCCCC3)c(C)c1 | -222
CC1CCCCC1NC(=O)COc1ccc(-n2cnnn2)cc1 (stereo unspecified) | -5
O=C(NCc1cccs1)C1CC(=O)N(C2CCCC2)C1 (stereo unspecified) | 4&3
CC(C)OC(=O)c1nonc1N(C(=O)c1ccccc1)C(=O)c1ccccc1 | -8
CCOCCCn1c(=S)[nH]c2cc(C(=O)N3CCOCC3)ccc2c1=O | 2
O=c1c2[nH]c3cccc(Cl)c3c2ncn1Cc1ccncc1 | -25
COc1ccc(Cl)cc1NC(=O)c1cc2n(n1)C(C(F)(F)F)CC(c1ccc(C)cc1)N2 (stereo unspecified) | 0
Cc1ccccc1OCC(=O)Nc1c(C)n(C)n(-c2ccccc2)c1=O | -1

An excerpt from above in order of the 14-3-3g Raf value, rising.
SMILES | 14-3-3g Raf
O=c1c2[nH]c3cccc(Cl)c3c2ncn1Cc1ccncc1 | -25
S=C1CSc2ccccc2N1 | -19
CCOc1ccccc1NC(=O)CCS(=O)(=O)c1ccccc1 | -3
Cn1c(=O)n(CC(=O)O)c2ccccc21 | 0
Cc1cc(N2CCC(C)CC2)nc(-n2nc(C)cc2C)n1 | 3

New compounds follow
Compound	14-3-3g Raf
COc1ccccc1Nc1ncc(C(=O)N2CCCCCC2)c2ccccc12	-4
O=C1c2ccccc2C(=O)c2c(C#Cc3ccccc3)cccc21	-93
CCOC(=O)c1c[nH]c2c(Cl)ccc(Cl)c2c1=O	1
CC(=O)c1ccc2c(c1)c1cc(C(C)=O)ccc1n2CCC(C)C	4
CCc1nc2sc3c(N(CC)CC)ncnc3c2c2c1CCCC2	-10
CCCCN(C)C(=O)Cn1cnc2sc(C)c(S(=O)(=O)N3CCC(C)CC3)c2c1=O	-9
COc1ccc(CC(=O)NCCn2ccc3ccccc32)cc1OC	5
CCOC(=O)c1cnc2c(C)cc(Cl)cc2c1NCCCOC	-2
N#CC(C(=O)NC1CC1)c1nc2ccccc2nc1N1CCN(C/C=C/c2ccccc2)CC1 (stereo unspecified)	-31
CCc1ccc2[nH]c(=O)c(C(c3nnnn3Cc3ccc(OC)cc3)N3CCOCC3)cc2c1 (stereo unspecified)	-5
CCC(=O)Nc1c2c(nn1C(C)(C)C)CS(=O)C2 (stereo unspecified)	4
O=c1c2ccccc2c2ccccc2c(=O)n1-c1ccccc1Cl	13
Cc1cccc(N2C(=O)C(Cl)=C(N(C)c3ccccc3)C2=O)c1C	-29
COc1ccc(NC(=O)Cn2nc(C(F)(F)F)cc2C)c(OC)c1	-7
COCCCn1c(=S)[nH]c2ccc(N3CCOCC3)cc2c1=O	0&-6

Remaining list, next part.
Compound	14-3-3g Raf
CCc1ccc(NC(=O)c2ccc(F)c(S(=O)(=O)N(CC)Cc3ccccc3)c2)cc1	2
COC(=O)CSc1nnc2n1C(C)(C)Cc1ccccc1-2	-4
CCc1ccc(Nc2cc(C(=O)NCc3ccccc3OC)c3ccccc3n2)cc1	10
COc1cc(C(=O)NCc2cn3ccsc3n2)cc(OC)c1OC	0
CCOC(=O)CSc1nnc([C@H](CC(C)C)NC(=O)OC(C)(C)C)o1	-4
CCCCN(C)C(=O)C(Cc1ccccc1)NS(=O)(=O)c1ccc2c(c1)CCC(=O)N2 (stereo unspecified)	-4
CC1Cc2nc(SCC(=O)Nc3ccccc3C(F)(F)F)n(Cc3ccccc3)c(=O)c2S1 (stereo unspecified)	-2
COC(=O)C1=C(C)NC2=C(C(=O)c3ccccc32)C1c1ccc(C)cc1 (stereo unspecified)	-81
COc1cccc(-n2c(=O)c3c(C)c(C)sc3n(CC(=O)NCCc3ccc(S(N)(=O)=O)cc3)c2=O)c1	-10
Cc1cc(C)c2[nH]c(C)c(CN3CCOCC3)c(=O)c2c1	12
Cc1ccc(C2OC3(C(=O)c4ccccc4C3=O)C3C(=O)N(c4cccc(C(F)(F)F)c4)C(=O)C23)cc1 (stereo unspecified)	-16
COc1ccc(COC(=O)C2=C(C)NC3=C(C(=O)CCC3)C2c2ccc(O)c(OC)c2)cc1 (stereo unspecified)	-6
CCOC(=O)CCn1nnc(N)n1	0
CC1=C(C(=O)OC(C)C)C(c2cccc(Oc3ccccc3)c2)C(C(=O)OC(C)C)=C(C)N1	-21
CC1=C(C(=O)OCCc2ccccc2)C(c2cccc(O)c2)C2=C(CCCC2=O)N1 (stereo unspecified)	-3

(further entries)
Compound	14-3-3g Raf
COc1ccc2oc(=Nc3ccccc3F)c(C(=O)Nc3ccccc3)cc2c1	-1
COc1ccc(OC)c(C2C(C(=O)c3cc4ccccc4o3)=C(O)C(=O)N2c2cc(C)on2)c1 (stereo unspecified)	-16
O=C1c2ccccc2C(=O)N1c1ccc(Oc2ccc(Cl)cc2)cc1	-7
O=C(NCCO)c1cc2ccccc2oc1=O	-10
O=C(c1ccc2c(c1)N(Cc1cccc(F)c1)C(=O)c1ccccc1S2)N1CCCCCC1	-61
O=C(NC12CC3CC(CC(C3)C1)C2)N1CCC(O)CC1	-6
COc1ccc(N(Cc2cc3cc(OC)ccc3[nH]c2=O)S(C)(=O)=O)cc1	-14
CCN1CCN(C(=O)CCn2nc(-c3ccc(C)cc3)ccc2=O)CC1	-11
Cc1cc(C(=O)NCCCc2ccccc2)no1	-9
O=C(CN(C(=O)CCC(=O)Nc1nccs1)c1ccc2c(c1)OCO2)NCC1CCCO1 (stereo unspecified)	2
CCn1c(SCC(=O)Nc2cccc(C)n2)nnc1-c1ccco1	0
CC(C)(C)n1nnnc1C(c1ccc2ncccc2c1)N1CCSCC1 (stereo unspecified)	-4
COc1ccccc1C(=O)Nc1c(C)n(C)n(-c2ccccc2)c1=O	-4&0
COc1cccc2cc(C(N)=O)c(=Nc3ccc(O)cc3)oc12	-4
CCOC(=O)c1sc(NC(=O)C2CC2)nc1C	-3
O=C1CCC([N+](=O)[O-])C(c2ccc(C(F)(F)F)cc2)N1 (stereo unspecified)	2
NS(=O)(=O)c1ccc(NC(=O)CCC2CCCCC2)cc1	-2
